# Giardia kill – Small Molecules that selectively kill Giardia lamblia: qHTS; Giardia lamblia trophozoite viability; activity change, % at 7.66 µM, hits read low; 0.15% of 340,000 active; AID 540267, 2011; in the data active means activity change below about -80%; inconclusive means between about -30% and that limit;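 further: parasites exposed to compound for two days anaerobically before the ATP read; on the % scale 0 is the no-effect control and ±100 the full control effect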
#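 Compounds were tested on trophozoites seeded at 100 cells/well and held 48 hrs at 37 deg C anaerobically. An ATP-based luminescent kit measured the remaining live cells.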
# Tb PFK inh – qHTS Assay to Find Inhibitors of T. brucei phosphofructokinase | ATP-dependent 6-phosphofructokinase (Trypanosoma brucei brucei), O15648 | AID 485367, 2010 | Potency, µM (doses to about 57.5 µM), for inactives: top-dose activity, negative = inhibition, usual class: inhibitors | 0.17% of 330,000 active | T. brucei PFK, ADP-Glo luminescence;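 further: potency means the concentration at half of the fitted maximal effect; 0% = uninhibited 1x PFK enzyme wells and -100% = no-enzyme wells; nearly all actives have a fitted effect of over 60% in size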
# Target sequence (O15648 whole entry, looked up): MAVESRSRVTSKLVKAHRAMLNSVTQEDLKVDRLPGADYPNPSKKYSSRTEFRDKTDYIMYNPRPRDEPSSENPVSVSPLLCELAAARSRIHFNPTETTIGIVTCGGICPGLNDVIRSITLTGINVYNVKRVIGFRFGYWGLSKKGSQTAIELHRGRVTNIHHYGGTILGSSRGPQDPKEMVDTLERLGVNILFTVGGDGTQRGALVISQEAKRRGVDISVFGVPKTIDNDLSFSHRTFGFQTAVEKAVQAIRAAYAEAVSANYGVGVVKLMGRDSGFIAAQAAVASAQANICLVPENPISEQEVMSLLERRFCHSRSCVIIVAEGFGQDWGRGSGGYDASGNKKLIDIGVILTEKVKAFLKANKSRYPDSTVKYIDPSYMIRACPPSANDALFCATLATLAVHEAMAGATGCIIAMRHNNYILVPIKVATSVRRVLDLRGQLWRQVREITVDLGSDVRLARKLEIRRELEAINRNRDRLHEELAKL
#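 1.25 nM PFK with 0.5 mM F6P and 0.1 mM ATP in 0.1 M TEA pH 8.0, 5 mM MgCl2, incubated 45 min at room temperature; ADP measured by ADP-Glo luminescence; compounds titrated up to 57 uM.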
# Gal4-VP16 FLuc – VP16 counterscreen qHTS for inhibitors of ROR gamma transcriptional activity. AID 2546, 2010. Potency, µM (highest dose often 53.6 µM), inactives show top-dose activity, negative = inhibition, actives largely listed as inhibitors. 3.5% of 310,000 active. Drosophila S2 Gal4-VP16 UAS-luciferase, luminescence, 20 h;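 further: Gal4-VP16 expression switched on by copper sulfate through the metallothionein promoter; potency means the concentration at half of the fitted maximal effect; on the % scale 0 is the no-effect control and ±100 the full control effect; nearly all actives have a fitted effect of over 50% in size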
# FLuc modulator – qHTS profiling assay for firefly luciferase inhibitor/activator using purifed enzyme and Km concentrations of substrates (counterscreen for miR-21 project). Potency, µM (top dose mostly 57.5 µM), for the others: at the highest dose activity change, negative = inhibition, usual class: inhibitors. purified FLuc, Km substrates, luminescence inhibition. Luciferin 4-monooxygenase (Photinus pyralis), P08659. 6.9% of 360,000 active;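 further: potency means the concentration at half of the fitted maximal effect; plate controls were vehicle for no effect and reference inhibitor for full effect; nearly all actives have a fitted effect of over 55% in size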
#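 Purified P. pyralis luciferase, 10 nM final, with Km-level 10 uM D-luciferin and 10 uM ATP in 50 mM Tris acetate pH 7.5, 10 mM Mg acetate, 0.01% Tween-20, 0.05% BSA; 6-point qHTS titration about 60 µM downward; luminescence read.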
# NPC1 prom act – qHTS Assay for NPC1 Promoter Activators; Huh7 NPC1 promoter luciferase reporter, 24 h; Potency, µM (titrated, usually from 9.22 µM), inactives show at the top dose activation, usual class: activators; 2.4% of 320,000 active; AID 485313, 2010;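 further: potency means the concentration at half of the fitted maximal effect; % of control where 0% means no effect; nearly all actives have a fitted effect of over 60% in size; reporter is driven by a mutant NPC1 promoter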
#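 Compounds in DMSO were transferred onto Huh7 NPC1-luciferase reporter cells pre-incubated 2 h; after 24 h at 37 °C, Amplite reagent was dispensed and luminescence recorded 10 min later.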
# Rab9 promoter act – qHTS Assay for Rab9 Promoter Activators; 2.8% of 320,000 active; Huh7 Rab9 promoter-luciferase reporter, luminescence, 24 h; AID 485297, 2010; Potency, µM (doses to about 9.22 µM), for the others: at the top dose activation, negative = inhibition, most hits filed as activators; further: potency means the concentration at half of the fitted maximal effect; % of control where 0% means no effect; nearly all actives have a fitted effect of over 60% in size
#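 Measured in stably transfected Huh7 cells bearing a Rab9 promoter–luciferase construct: 24 h compound treatment at 37 °C, followed by luminescence detection.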
# KCNH2 3.1 inh – qHTS for Inhibitors of KCHN2 3.1: Mutant qHTS; AID 720553, 2013; 0.95% of 340,000 active; U2OS KCNH2 3.1, thallium flux FluxOr; hits give low values; Potassium voltage-gated channel subfamily H member 2, brain isoform KCNH2 3.1 (human); activity change, % (tested at about 1.8 µM);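 active means maximum activity change below -70%; inconclusive means maximum activity change from -70% to -50%; inactive means maximum activity change above -50%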;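 further: thallium influx rate constant from kinetic fluorescence after stimulation buffer; on the % scale 0 is the no-effect control and ±100 the full control effect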
#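 Thallium flux read-out: FluxOr dye with Red40 quencher in HBSS/HEPES, 45 min at RT. Rate constants from kinetic reads were normalized to positive and negative DMSO controls. Cells: U2OS virally expressing the 3.1 isoform.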
# ELG1 genotoxic – qHTS screen for small molecules that induce genotoxicity in human embryonic kidney (HEK293T) cells expressing luciferase-tagged ELG1; Potency, µM (highest dose often 46 µM), for the others: at the highest dose activity change, positive = activation, most hits filed as activators; HEK293T ELG1-luciferase reporter, luminescence, 16 h; 1.3% of 330,000 active; AID 504466, 2011; further: potency means the concentration at half of the fitted maximal effect; % of control where 0% means no effect; nearly all actives have a fitted effect of over 60% in size
#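 16 hr compound incubation (37 °C, 5% CO2) of HEK293T cells carrying luciferase-tagged ELG1; luciferase then measured by ONE-Glo luminescence after 30 min at RT.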
# RORgamma inh – qHTS for inhibitors of ROR gamma transcriptional activity. 5.4% of 310,000 active. Nuclear receptor ROR-gamma (Mus musculus), P51450. Potency, µM (series often up to 53.6 µM), for inactives: top-dose activity change, negative = inhibition, actives largely listed as inhibitors. Drosophila S2 Gal4-RORgamma UAS-luciferase reporter, 20 h; further: potency means the concentration at half of the fitted maximal effect; on the % scale 0 is the no-effect control and ±100 the full control effect; nearly all actives have a fitted effect of over 60% in size
# Target sequence (P51450 whole entry, looked up, the tested form may be a part): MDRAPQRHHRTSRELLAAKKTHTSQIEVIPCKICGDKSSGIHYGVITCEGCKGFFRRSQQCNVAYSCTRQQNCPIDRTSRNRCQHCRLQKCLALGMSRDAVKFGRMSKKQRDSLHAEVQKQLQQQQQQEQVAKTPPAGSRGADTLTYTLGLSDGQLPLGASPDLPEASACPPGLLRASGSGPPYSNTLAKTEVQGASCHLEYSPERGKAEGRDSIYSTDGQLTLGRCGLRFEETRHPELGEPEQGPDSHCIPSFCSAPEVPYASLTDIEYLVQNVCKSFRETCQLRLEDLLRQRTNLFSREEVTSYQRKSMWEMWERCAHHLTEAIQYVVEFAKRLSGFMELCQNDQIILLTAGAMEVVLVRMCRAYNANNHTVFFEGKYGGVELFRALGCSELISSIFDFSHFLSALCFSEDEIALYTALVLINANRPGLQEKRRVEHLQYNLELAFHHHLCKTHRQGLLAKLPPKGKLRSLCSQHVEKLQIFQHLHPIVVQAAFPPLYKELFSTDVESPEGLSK
#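 Read-out: Photinus luciferase luminescence; inhibitors lower reporter signal. Insect Schneider cells with Gal4-ROR gamma fusion under metallothionein promoter, UAS reporter; 700 uM final copper sulfate induction, 20 hr, ambient temperature.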
# uPA surface inh – qHTS for Inhibitors of Cell Surface uPA Generation; cell surface uPA generation assay, qHTS; AID 540303, 2011; Potency, µM (doses to about 38.3 µM), for inactives: at the highest dose activity change, negative = inhibition, usual class: inhibitors; 0.31% of 330,000 active; active means well fitted inhibition curve with a large enough effect; inconclusive means small, poorly fitted or top-dose-only effect; inactive means no such curve, though single readings can be large or run the other way; tested in mouse RAW 264.7 cells; further: potency means the concentration at half of the fitted maximal effect; on the % scale 0 is the no-effect control and ±100 the full control effect; nearly all actives have a fitted effect of over 55% in size
# Coupling enz – qHTS Assay for Inhibitors of Fructose-1,6-bisphosphate Aldolase from Giardia Lamblia: Coupling assay counterscreen; coupling enzyme system counterscreen, AmpLite Red fluorescence; activity change, negative = inhibition, % at 58.2 µM, hits read low; 0.67% of 290,000 active; AID 2472, 2010; in the data active means activity change below about -30%; further: on the % scale 0 is the no-effect control and ±100 the full control effect
#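 Counterscreen lacking aldolase: glyceraldehyde-3-phosphate coupling-enzyme reagent preincubated 10 min at RT with compound (at 57.5 uM final), then substrate/coupling system with AmpLite Red added; fluorescence read at 525/598 nm after 20 min RT.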
# * = called active by the depositor; ? = inconclusive; nt = not tested or not shown; & = joins results of further samples; [ ] = dose if it differs, or a comment. Unless noted, the call rests on the fitted dose curve; in most records, active means well fitted curve in the direction sought with a large enough effect; inconclusive means small, poorly fitted or top-dose-only effect, or another doubt; inactive means no such curve, though single readings can be large; an effect the other way counts as inactive or inconclusive.
SMILES,Giardia kill,Tb PFK inh,Gal4-VP16 FLuc,FLuc modulator,NPC1 prom act,Rab9 promoter act,KCNH2 3.1 inh,ELG1 genotoxic,RORgamma inh,uPA surface inh,Coupling enz
CCC1=C(OC(=O)N(CC)CC)N2C(=O)OC(=NCCOC)[C@]2(Cc2ccccc2)[C@H]2C1=CC[C@H]1C(=O)N(C)C(=O)[C@H]12,5,4%,-4%&4%,2%,3%,-5%,nt,-1%,20%&-4%,-11%,-3&-3
COc1ccccc1N1CCN(C(=O)C(C)NC(=O)c2cccc([N+](=O)[O-])c2)CC1 (stereo unspecified),-3,-2%,-2%,2%,-2%,0%,-5,-4%,4%,-3%,0
COc1cccc(CN2CC(C(=O)NCCN3CCOCC3)CCC2=O)c1 (stereo unspecified),-1,2%,-11%,0%,1%,1%,-5,3%,0%,-1%,nt
CCOc1ncccc1C(=O)OCC(=O)Nc1ccc(-c2nc3ccc(C)cc3s2)cc1,-18,0%,?,5.4µM*,0.45µM*,0.35µM*,-15,7.3µM*,0.4µM*,-4%,3
Cc1ccc(C2CC(c3ccco3)n3nc(N)nc3N2)cc1 (stereo unspecified),3,3%,-3%,6%,-4%,3%,-29,1%,-5%,-9%,0
Cc1[nH]nc2c1C(c1cccnc1)N(c1ccc(Br)cc1)C2=O (stereo unspecified),-8,-1%,-14%,-10%,13%,2%,0,0%,?,-1%,-2
CC(C)CCNC(=O)CCn1c(=S)oc2ccccc21,-8,-1%,-6%,-1%,2%,-3%,nt,-1%,28%,0%,-4
O=c1cccc(-c2ccccc2)[nH]1,?,-1%,11%,0%,0%,1%,4,0%,11%,-9%,-1
COC(=O)c1ccc(NC(=O)c2ccc3nccnc3c2)cc1,-1,-1%,18%,?,2%,2%,-6,-7%,?,-3%,-3
COc1ccc2oc(=O)c(C(=O)NCc3cccnc3)cc2c1,6,0%,-19%,-9%,6%,9%,-2,-3%,6%,-6%,-1
CC(C)COC(=O)C1[C@H]2C(=O)N(Cc3cccs3)C[C@]23C=C[C@H]1O3 (stereo partly specified),23,0%,4%,1%,1%,-5%,-10,0%,11%,9%,2
CC1CC(C)CN(CCCNC(=O)Cc2c(C(=O)O)n(C)c3ccccc23)C1 (stereo unspecified),11,-3%,-2%,5%,0%,0%,23,1%,-2%,8%,2
CCOc1ccccc1C(=O)OCC(=O)Nc1ccc(OC(F)F)cc1,20,-3%,8%,-18%,4%,-6%,8,11%,41%,nt,-2
CCOC(=O)C1=C(C)NC(=S)NC1c1ccc(OCC(=O)N2CCCCCC2)cc1 (stereo unspecified),5,-1%,19%,-1%,1%,0%,-5,0%,-32%,nt,-3
COc1cccc(/C=C2\SC(=O)N(CCC(=O)N3CCC(C(=O)O)CC3)C2=O)c1,-17,1%,-20%,?,0%,-2%,-4,1%,-44%,-6%,nt
CC(C)(C)c1ccc(NC(=O)c2ccc(=O)[nH]n2)cc1,21,1%,-20%,3µM*,0.71µM*,0.79µM*,-3,?,-25%,-1%,0
COc1cc2c(cc1OC)CN(C(=O)CSc1nc(C)cc(C)c1C#N)CC2,-13,1%,-8%,-6%,0%,-6%,-6,-4%,-36%,-5%,-7
c1cnn(-c2nc(N3CCOCC3)nc(N3CCOCC3)n2)c1,-7,-2%,-24%,4%,-6%,-3%,-6,1%,-28%,0%,1
COc1ccc(C(=O)/C=C/Nc2cc(C)on2)c(OC)c1,0,2%,5%,?,?,?,-3,?,36%,nt,0
O=C(Cn1nc(-c2ccco2)ccc1=O)Nc1cc(Cl)ccc1Cl,-17,-2%,-5%,-11%,6%,-11%,10,1%,12%,14%,-4
COc1ccccc1N(CC(=O)NC1CCCCC1)C(=O)Cn1nnc(-c2ccc(C)o2)n1,-6,-2%,16%,-3%,-1%,2%,-17,-1%,11%,0%,-1
CN(C1CCCCC1)S(=O)(=O)Cc1ccccc1,6,5%,-1%,-17%,-4%,-5%,5,3%,8%,nt,2
COC(=O)c1cccc(C23CC4(C2)[C@H](CN(C)[C@@H]4c2ccccc2)C3c2ccccc2)c1 (stereo partly specified),-13,6%,7%&5%,4%,-2%,-5%,-31,-7%,28%&33%,-8%,0&0
CC(=O)Nc1ccc(S(=O)(=O)N2CCN(CC(=O)NC3CCCC3)CC2)cc1,1,-4%,-1%,1%,4%,-7%,6,0%,?,4%,-1
Cc1cc(=O)oc2cc(OCC(=O)NC3CCCCC3)ccc12,1,0%,-4%,0%,-2%,0%,-6,6%,3%,nt,-1
CC(C)NC(=O)c1ccc(N(Cc2ccc(Cl)cc2)S(C)(=O)=O)cc1,?,-5%,-2%,1%,1%,0%,-10,0%,18%,2%,5
O=C(CN1C(=O)c2ccccc2C1=O)N1CCN(c2ccccc2)CC1,3,2%,-1%,5%,-4%,1%,6,-4%,-6%,4%,5
FC(F)(F)c1cc(-c2ccccc2)nc(NCc2cccnc2)n1,-15,0%,-7%,1%,1%,0%,13,2%,-5%,-4%,2
CC(=O)Nc1ccc(N(C(=O)CNC(=O)c2ccco2)C(C(=O)NC2CCCC2)c2ccco2)cc1 (stereo unspecified),-6,-1%,7%,1%,-3%,-1%,6,-5%,-1%,4%,2
CC(=O)Nc1ccc(S(=O)(=O)Nc2nc3ccccc3nc2-n2ccc(=NC(=O)c3ccc(F)cc3)cc2)cc1,5,4%,5%,0%,1%,1%,1,0%,22%,7%,1
O=C(COC(=O)/C=C/c1cccs1)NC(=O)Cc1ccccc1,-22,6%,-18%,-8%,0%,-5%,-1,1%,5%,7%,-2
c1ccc(CSc2nc3ncccn3n2)cc1,-5,-10%,nt,?,?,?,1,?,nt,15%,nt
CC1CN(C(=O)Cn2cnc3c2c(=O)n(C)c(=O)n3C)CC(C)O1 (stereo unspecified),0,1%,-3%,3%[2.3 µM],-2%,0%,1,1%,-1%,1%,4
Oc1ccc(Cl)cc1C1=Nc2ccccc2N=C(c2ccco2)C1,13,-8%,?,2%,-1%,2%,2,4%,?,-9%,3
COc1cc(OC)c(/C=N/NC(N)=S)cc1Br,6,1%,?,2%,-2%,-8%,4,18%,8.9µM*,-4%,-1
O=C(/C=C/c1cccc2ccccc12)N1CCOCC1,-14,2%,-7%,15µM*,?,?,-5,?,36%,-4%,4
CCOC(=O)Cn1nc(C)n(-c2cccc(Cl)c2)c1=O,-3,-22%,-11%,0%,1%,-2%,-8,-1%,-5%,4%,2
O=C(Nc1ccc(Cl)cc1)c1nc[nH]c1C(=O)NCCCCNC(=O)c1[nH]cnc1C(=O)Nc1ccc(Cl)cc1,19,11%,nt,nt,nt,nt,0,-10%,nt,-2%,nt
O=C(Oc1cccc(NC(=O)c2ccco2)c1)c1cccc(S(=O)(=O)N2CCCCC2)c1,-14,0%,-27%,-14%,4%,-2%,-7,4%,21%,0%,-3
O=C(O)Cc1sc(Nc2cccc3ccccc23)nc1-c1ccc(F)cc1,-7,6%,-12%,?,-2%,-2%,6,3%,35%,-12%,2
O=C(NCC1CCCO1)c1cc(Br)c(Br)s1 (stereo unspecified),0,2%,22%,-12%,12%,8%,0,-7%,1%,-6%,nt
COC(=O)c1cc(NC(=O)CC2SC(=Nc3ccccc3)N(CCc3c[nH]c4ccccc34)C2=O)cc(C(=O)OC)c1 (stereo unspecified),-3,0%,5%,0%,-16%,-9%,0,0%,25%,4%,-6
Cc1ccc(NC(=S)N=Nc2c(O)[nH]c3ccccc23)cc1,-26,8%,1.3µM*,1%,1%,11%,-4,0%,0.32µM*,-6%,3
COc1ccc(CCNC(=O)CCc2ccsc2)cc1OC,-2,-23%,0%,0%,-2%,0%,-2,1%,45%,0%,-2
CCCCCC(=O)Nc1cccc2ccccc12,4,0%,-13%,-11%,12%,15%,30,12%,9%,-8%,-6
